NCI-60 one-dose screen, 48 h, at 10 µM unless noted. Numbers give growth in % (100 = growth as untreated, 0 = no growth, -100 = all killed).
HCC-2998 = HCC-2998 colon cancer | 4.7% of 79,000 active
COLO 205 = COLO 205 colon cancer; 7.3% of 79,000 active
SW-620 = SW-620 colon cancer. AID 1794795. 5.2% of 82,000 active
HCT-116 = HCT-116 colon cancer; AID 1794798; 7.3% of 82,000 active
KM12 = KM12 colon cancer cells; 5% of 82,000 active
HCT-15 = HCT-15 colon cancer | 5.2% of 82,000 active
SNB-19 = SNB-19 CNS cancer cells; 2.5% of 81,000 active
SNB-75 = SNB-75 CNS cancer | 5% of 79,000 active | AID 1794750
HT29 = HT29 colon cancer | 7.4% of 81,000 active
Active calls of the source: *; . = not tested or not shown; & = joins results of further samples. Rule for the calls: active = growth percent below 10; inactive = the rest.

SMILES | HCC-2998 | COLO 205 | SW-620 | HCT-116 | KM12 | HCT-15 | SNB-19 | SNB-75 | HT29
CC1=NN(c2ccccc2)C(=O)C1N=Nc1c(O)cc(S(=O)(=O)O)c2ccccc12 (centres undefined) | 98.2 | 109.8 | 98.4 | 82.4 | 101.4 | 111.7 | . | 92.1 | 117.3
O=C1C(Cl)=C(NCc2ccco2)C(=O)c2ccccc21 | 97.9 | 84.8 | 99.7 | 80.5 | 62.6 | 81.3 | 98.8 | 87.1 | 67.9
O=C(COc1ccc(-c2nc3ccccc3[nH]2)cc1)N=Nc1c(O)[nH]c2ccc(Cl)cc12 | 65.2 | 53.3 | 40.6 | 47.2 | 15.3 | 93.0 | 56.5 | 102.5 | 41.2
COc1ccc(Br)cc1C1Nc2ccc3ccccc3c2C2=C1C(=O)CC(c1ccccc1)C2 (centres undefined) | 91.4 | 93.6 | 87.7 | 56.0 | 68.5 | 88.0 | 85.0 | 74.1 | 76.3
O=S(c1ccccc1O)S(=O)c1ccccc1O (centres undefined) | 127.3&103.2 | 120.9&106.6 | 104.5&106.8 | 111.8&93.5 | 102.4&109.1 | 111.1&104.0 | 110.8&103.3 | 98.2&100.4 | 110.6&96.5
CC(=O)[C@H]1CC[C@H]2[C@@H]3CCC4=CC(=O)CC[C@]4(C)[C@H]3CC[C@]12C | 99.8 | 107.2 | 107.4 | 98.3 | 107.9 | 99.7 | 110.7 | 107.2 | 102.0
O=S(OCC1COS(=O)O1)OCC1COS(=O)O1 (centres undefined) | 105.8 | 103.2 | 108.3 | 101.5 | 107.1 | 109.0 | 127.1 | 102.2 | .
O=C(/C(Cl)=N/O)c1ccc(-c2ccccc2)cc1 | 105.2 | 85.5 | 110.3 | 113.2 | 107.5 | 94.5 | 105.5 | 113.2 | 80.1
COC(=O)c1nn(-c2ccccc2)c2occc2c1=O | 93.2 | 101.9 | 111.3 | 87.6 | 103.4 | 103.5 | 112.0 | 80.0 | 101.1
O=C(O)c1ccc2c(c1)C(=O)N(CCc1ccccc1)C2=O | 109.9 | 113.4 | 94.8 | 96.6 | 101.3 | 96.4 | 95.6 | 94.8 | 95.7
CCC(=O)OCc1ccc(OC)cc1 | . | 113.0 | 111.1 | 98.7 | 137.5 | 108.1 | 100.5 | 104.0 | 102.0
CCOC(=O)C1C(=O)C=C(c2ccccc2)CC1c1ccccc1 (centres undefined) | 101.0 | 115.6 | 107.2 | 90.4 | 116.2 | 99.3 | 102.1 | 86.7 | 97.0
NC(=O)c1c(O)cccc1O | 110.8 | 116.7 | 111.2 | 106.5 | 115.4 | 122.6 | 103.1 | 101.2 | 110.3
COc1cc(C(=O)Nc2cccc(-c3cc(=O)c4ccccc4o3)c2)cc(OC)c1OC | 96.1 | 85.9 | 87.0 | 76.0 | 67.0 | 55.7 | 85.7 | 63.9 | 58.5
NC(=O)NC(=O)Cc1ccc([N+](=O)[O-])cc1 | 97.5 | 106.6 | 98.9 | 91.7 | 101.0 | 108.9 | 99.2 | 104.6 | 93.9

Rewritten as tab-separated lines: eleven of the compounds above
SMILES	HCC-2998	COLO 205	SW-620	HCT-116	KM12	HCT-15	SNB-19	SNB-75	HT29
O=S(c1ccccc1O)S(=O)c1ccccc1O (centres undefined)	127.3&103.2	120.9&106.6	104.5&106.8	111.8&93.5	102.4&109.1	111.1&104.0	110.8&103.3	98.2&100.4	110.6&96.5
CC(=O)[C@H]1CC[C@H]2[C@@H]3CCC4=CC(=O)CC[C@]4(C)[C@H]3CC[C@]12C	99.8	107.2	107.4	98.3	107.9	99.7	110.7	107.2	102.0
O=S(OCC1COS(=O)O1)OCC1COS(=O)O1 (centres undefined)	105.8	103.2	108.3	101.5	107.1	109.0	127.1	102.2	.
O=C(/C(Cl)=N/O)c1ccc(-c2ccccc2)cc1	105.2	85.5	110.3	113.2	107.5	94.5	105.5	113.2	80.1
COC(=O)c1nn(-c2ccccc2)c2occc2c1=O	93.2	101.9	111.3	87.6	103.4	103.5	112.0	80.0	101.1
O=C(O)c1ccc2c(c1)C(=O)N(CCc1ccccc1)C2=O	109.9	113.4	94.8	96.6	101.3	96.4	95.6	94.8	95.7
CCC(=O)OCc1ccc(OC)cc1	.	113.0	111.1	98.7	137.5	108.1	100.5	104.0	102.0
CCOC(=O)C1C(=O)C=C(c2ccccc2)CC1c1ccccc1 (centres undefined)	101.0	115.6	107.2	90.4	116.2	99.3	102.1	86.7	97.0
NC(=O)c1c(O)cccc1O	110.8	116.7	111.2	106.5	115.4	122.6	103.1	101.2	110.3
COc1cc(C(=O)Nc2cccc(-c3cc(=O)c4ccccc4o3)c2)cc(OC)c1OC	96.1	85.9	87.0	76.0	67.0	55.7	85.7	63.9	58.5
NC(=O)NC(=O)Cc1ccc([N+](=O)[O-])cc1	97.5	106.6	98.9	91.7	101.0	108.9	99.2	104.6	93.9

The list goes on.
SMILES | HCC-2998 | COLO 205 | SW-620 | HCT-116 | KM12 | HCT-15 | SNB-19 | SNB-75 | HT29
COc1cc(/C=C/c2cc(/C=C/c3ccc(O)c(OC)c3)n(-c3ccccc3)n2)ccc1O | 5.8* | -84.1* | -22.7* | -5.8* | -28.0* | -3.4* | 1.2* | -53.2* | -52.4*
O=C1N=C2SC=C(c3ccccc3)N2C1CCN1CCOCC1 (centres undefined) | 101.9 | 104.9 | 99.6 | 101.3 | 104.7 | 94.3 | 108.1 | 75.7 | 105.0
COc1ccccc1NCCCCOc1cc(O)c2c(=O)cc(-c3ccccc3)oc2c1 | 98.7 | 109.3 | 105.8 | 97.3 | 97.3 | 98.5 | 100.9 | 91.7 | 94.3
NC(=O)c1cn2c3c(cccc3c1=O)C(=O)CC2 | 112.5 | 102.3 | 98.3 | 95.1 | 115.2 | 113.4 | 97.4 | . | 100.9
OC(c1ccc(Cl)cc1)(c1ccc(Cl)cc1)C(F)(Cl)Cl | 108.0 | 106.3 | 91.9 | 86.8 | 95.5 | 100.6 | 111.1 | 95.2 | 82.8
CCOC(=O)C1=C(C)Nc2nc3ccccc3n2C1c1cccc(Br)c1 (centres undefined) | 93.1 | 81.6 | 68.2 | 81.4 | 65.6 | 48.5 | 77.2 | 53.9 | 49.3
COc1ccc(C(C)=O)cc1S(N)(=O)=O | 98.3 | 114.7 | 103.5 | 89.0 | 103.2 | 107.1 | 99.7 | 100.8 | 86.0
COc1cc2oc(-c3cccc(NC(=O)[C@H](CC(C)C)NC(=O)OC(C)(C)C)c3)cc(=O)c2c(OC)c1OC | 100.1 | 99.0 | 112.6 | 89.7 | 89.5 | 72.0 | 97.0 | 93.0 | 97.4
Cc1ccc(Br)c(C(=O)O)c1 | 105.5 | 98.4 | 107.7 | 77.1 | 99.8 | 102.3 | 105.0 | 98.3 | 89.0
CN(C)c1ccccc1/C=C1\Cc2c(Br)cccc2C1=O | 98.7 | 97.2 | 79.4 | 81.9 | 81.1 | 83.5 | 88.1 | 91.3 | 79.5
O=C1NC(=O)C(C(=O)Nc2ccc(Cl)cc2)c2ccccc21 (centres undefined) | 104.2 | 119.6 | 106.2 | 104.6 | 104.0 | 94.3 | 94.5 | 101.3 | 106.5
COc1ccc(C2=NN(c3ccc(S(N)(=O)=O)cc3)C(c3cn(-c4ccccc4)nc3-c3ccc(Cl)cc3)C2)cc1 (centres undefined) | 98.2 | 93.7 | 100.8 | 74.5 | 88.6 | 80.8 | 92.5 | 89.9 | 82.6
CN(C)c1ccc(/C=C2\SC(=O)N(Cc3ccc(-c4ccccc4C#N)cc3)C2=O)cc1 | 102.9 | 111.5 | 100.1 | 96.7 | 109.2 | 101.1 | 96.6 | 100.0 | 101.8
COc1ccc(C(=O)c2cc(C(=O)/C=C/c3cn(C)c4ccc(OC)cc34)c3cc(C)ccn23)cc1 | 121.5 | 115.9 | 100.1 | 98.0 | 98.9 | 101.3 | 101.2 | 94.5 | 107.1
COc1cc(S(C)=O)ccc1-c1nc2ncccc2[nH]1 (centres undefined) | 105.1 | 105.6 | 96.7 | 107.8 | 95.6 | 100.6 | 98.6 | 104.1 | 112.7
CSc1nc(N)nc(C)c1Br | 100.3 | 107.3 | 105.9 | 103.3 | 99.8 | 94.6 | 108.2 | 101.2 | 100.9
C[N+](C)(C)CC(=O)N/N=C\c1ccccc1[N+](=O)[O-] | 96.3 | 123.1 | 109.9 | 110.3 | 104.0 | 103.1 | 118.0 | 104.4 | 92.9
COc1ccc(-c2nc(SCCC(C)C)nc(N/N=C(/C)c3ccc(Cl)cc3)c2C#N)cc1 | 97.9 | 110.0 | 83.6 | 56.4 | 86.1 | 92.0 | 87.5 | 71.9 | 99.0
CC(=C(c1ccc(OCCN2CCCCCC2)cc1)c1ccc(OCCN2CCCCCC2)cc1)c1ccc(Cl)cc1 | -97.8* | -93.0* | -61.1* | -61.9* | -73.0* | -76.0* | -99.2* | -97.2* | -94.8*
COc1ccccc1CNC(=O)CCn1c(=O)[nH]c2ccccc2c1=O | 120.0 | 105.1 | 97.7 | 93.8 | 97.8 | 96.3 | 96.9 | 75.7 | 106.2
O=C(O)c1ccc(-n2cc(CNc3ccc(CCO)cc3)c(-c3ccccc3)n2)cc1 | 114.3 | 101.6 | 110.9 | 99.3 | 105.4 | 97.2 | 103.9 | 100.1 | 114.7
O=S(=O)(OCc1ccc2c(c1)OCO2)c1ccccc1 | 98.1 | 106.3 | 107.1 | 105.3 | 105.2 | 104.5 | 105.7 | 94.1 | 101.6
COc1cc2oc(-c3cccc(C(=O)NCC(=O)O)c3)cc(=O)c2c(OC)c1OC | 102.2 | 105.4 | 103.4 | 105.8 | 104.7 | 96.7 | 93.7 | 103.8 | 105.9
CN(C)CCCC1(c2ccc(F)cc2)OCc2cc(-c3ccc4cc[nH]c4c3)ccc21 (centres undefined) | -61.6* | 9.9* | 17.2 | -12.2* | 0.5* | 25.8 | 69.2 | 33.8 | 4.7*
Cc1ccc2c(c1)Sc1ccc3ccccc3c1N2 | 99.0 | 103.0 | 90.5 | 72.9 | 92.0 | 100.3 | . | 79.7 | 105.9
O=C(Nc1ccccc1)OCCCCOC(=O)Nc1ccccc1 | 121.7 | 103.1 | . | 104.0 | 98.4 | 98.3 | 89.7 | 76.7 | 105.5
CCOC(=O)C1=C(C)NC(C)=C(C(=O)OCC)C1c1ccc(OC)cc1 | 104.5 | 106.6 | 99.6 | 83.2 | 104.8 | 102.5 | . | 85.4 | 93.1
COc1ccc(C2CC(c3cc(C)ccc3C)=NN2c2ccc(S(=O)(=O)NC(=O)NCc3ccccc3)cc2)cc1OC (centres undefined) | 63.4 | 81.6 | 85.8 | 55.3 | 62.5 | 56.1 | . | 76.8 | 87.3
CCOC(=O)/C=C/c1ccc(N(C)C)cc1 | 101.5 | 97.5 | 112.6 | 87.2 | 109.1 | 97.4 | 99.6 | 110.6 | 92.7
Cn1cc(-c2cc3nc(-c4cn(C)c5ncccc45)cc(N)n3n2)c2cc(F)ccc21 | 39.8 | 47.1 | 61.0 | 10.2 | 61.8 | 69.0 | 8.6* | 52.9 | 6.7*
O=C1/C=C/[C@@H](O)[C@@H]2C[C@@H](O)C[C@H]2/C=C/CCCCO1 | 6.8* | -49.7* | -33.7* | 0.1* | -51.1* | 19.8 | 28.7 | 29.7 | 2.6*
O=C1Nc2cc(Cl)ccc2/C1=C/c1cccc(OCc2ccccn2)c1 | 28.9 | 51.7 | . | 0.6* | 19.4 | 7.2* | 20.5 | 51.3 | 0.1*
N#CC1C(=O)c2ccccc2C1c1ccccc1 (centres undefined) | 114.8&111.4 | 114.9 | 104.2&121.3 | 100.6&105.3 | 101.5&109.3 | 95.5&100.7 | 98.5&97.1 | 93.2&89.5 | 110.2&113.5
CCCCN1C(=O)/C(=c2\sc3n(c2=O)C2C(NN=3)N(CC)C(=O)N2CC)c2cc(C)ccc21 (centres undefined) | 109.2 | 94.0 | 95.1 | 85.3 | 94.1 | 86.2 | 93.3 | 87.9 | 102.2
Nc1ccc(SSc2ccc(N)cc2)cc1 | 94.8 | 106.4 | 95.1 | 95.1 | 86.1 | 88.6 | 108.9 | 101.6 | 112.5
N=c1cc(N)nc2n1NC(=O)c1ccccc1N2 | 108.6 | 108.4 | 100.5 | 101.5 | 103.0 | 102.4 | 111.5 | 95.0 | 100.1
COc1ccc(C2c3sc(=O)[nH]c3SCC2CO)cc1 (centres undefined) | 94.0 | 102.5 | 100.0 | 93.3 | 105.0 | 96.3 | 95.1 | 99.5 | 92.6
O=C(/C=C/c1cccc(F)c1)c1ccccc1 | 102.1 | 119.1 | 82.2 | 57.6 | 76.7 | 92.2 | 93.8 | 110.9 | 90.2
NCCSC(c1ccccc1)(c1ccccc1)c1ccccc1 | -41.7* | -42.8* | 19.1 | 7.6* | 17.9 | 24.9 | 53.3 | 12.5 | 0.7*
CC1=NNC(=O)C1CCO (centres undefined) | 122.3 | 106.4 | 108.3 | 111.8 | 98.7 | 118.1 | . | 87.0 | 109.9
C[C@]12CCC3c4ccc(O)cc4CCC3C1C[C@@H](O)[C@@H]2O (some centres undefined) | 108.2 | 123.8 | 108.7 | 102.1 | 108.7 | 104.1 | 107.6 | 95.8 | 98.6
COc1ccc2[nH]c(O)c(N=NC(=O)Cn3c(-c4ccccc4)nc4ccccc43)c2c1 | 101.8 | 124.3 | 103.8 | 96.7 | 85.9 | 65.0 | 96.2 | 88.0 | 113.9
O=c1c(-c2nc3ccccc3[nH]2)cc2ccccc2n1Cc1cn(Cc2ccc(Br)cc2)nn1 | 111.6 | 119.0 | 91.0 | 99.1 | 106.8 | 110.0 | 82.8 | 56.5 | 116.2

Not a hit list; overall some 10% were active at least once.
